# Source: PubChem BioAssay
# OXTR ag = agonists of human oxytocin receptor. P30559. CHO-OTR cells, Fluo-8 calcium fluorescence; normalized: DMSO 0%, oxytocin 100%. activation, % at 3 µM. 320,000 compounds, 0.32% hits. AID 2435;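 active means activation above the mean of all tested compounds plus 3 SD, cutoff set per screening run, cut at about 20% in these data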;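 further: peak over basal fluorescence ratio from a 100 s FLIPR kinetic read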
# FID counter = fluorescent intercalator displacement, NS3 helicase counter-screen | DNA fluorescent intercalator displacement, fluorescence | inhibition, % at 7.9 µM | 290,000 compounds, 0.17% hits | AID 1845; in the data active means inhibition above about 37%;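 further: 0% = vehicle and 100% = reference compound; higher means more ethidium bromide displaced from hairpin DNA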
# PfM18AAP inh = PfM18AAP enzyme inhibition | recombinant PfM18AAP, H-Glu-NHMec fluorogenic cleavage | inhibition, % at 7.35 µM | 290,000 compounds, 1.2% hits | AID 1822;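 active means inhibition above the campaign mean inhibition over all tested compounds plus 3 SD, cut at about 28% in these data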;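 further: 0% = plate median of test compound wells and 100% = 2 mM ZnCl2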
# NALP1 yeast inh = NALP1 inhibition | S. cerevisiae NALP1/ASC/caspase-1 growth, X-gal OD620, 72 h | inhibition, % at 10 µM | 280,000 compounds, 0.61% hits | AID 2071; in the data active means inhibition mostly above about 24%, no sharp cut-off; inactive means mostly below about 32%; further: some compounds called inactive have numbers as strong as hits
# MEKK2mut PB1 HTS = signal of MEK5 binding to mutant human MEKK2 PB1 domain. bead flow cytometry, Alexa488-MEK5 binding to MEKK2 mutant. percent response, % at 10 µM. 290,000 compounds, 0.35% hits; in the data active means percent response above about 24%, passing the limit was not always enough; further: inactives centre near 1; some results filed as inactive read as strong as hits; reference of the scale not given here
# GPR7 antag = blocks human GPR7 receptor signaling; 290,000 compounds, 1.1% hits; inhibition, % at 4.4 µM; GPR7-expressing cells, fluorescence antagonist assay; AID 1861; P48145; in the data active means inhibition above about 16%, passing the limit was not always enough;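 further: cells stimulated with the agonist NPW; 0% = agonist with vehicle and 100% = vehicle without agonist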
# MEKK2 WT-MEK5 = raises or lowers MEK5 binding to wildtype human MEKK2 PB1 domain. bead flow cytometry, Alexa488-MEK5 binding to MEKK2 WT; actives lie on both sides. binding response (% of control), % at 10 µM. 290,000 compounds, 1.1% hits. AID 1531; in the data active means binding response below about 67% or above about 130%
# PHOSPHO1 block = inhibitors of human PHOSPHO1 phosphatase | inhibition, % at 13.3 µM | recombinant PHOSPHO1, absorbance phosphatase assay | AID 1565 | Q8TCT1 | 290,000 compounds, 1.1% hits; in the data active means inhibition above about 60%
# Target sequence (Q8TCT1 whole entry, looked up): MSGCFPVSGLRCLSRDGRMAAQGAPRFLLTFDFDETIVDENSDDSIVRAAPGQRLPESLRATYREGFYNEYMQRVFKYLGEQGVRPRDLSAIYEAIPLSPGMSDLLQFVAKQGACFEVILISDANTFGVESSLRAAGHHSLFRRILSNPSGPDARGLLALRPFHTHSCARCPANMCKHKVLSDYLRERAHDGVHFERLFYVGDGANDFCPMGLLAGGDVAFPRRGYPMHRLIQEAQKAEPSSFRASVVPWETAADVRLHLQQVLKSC
# MEKK3 PB1 HTS = modulators (inhibitors or enhancers) of MEK5 binding to human MEKK3 PB1 domain; bead-based flow cytometry, Alexa488-MEK5 binding to MEKK3; actives lie on both sides; 0 = blocked by unlabeled MEK5, 100 = vehicle; 290,000 compounds, 1.4% hits; binding response (% of control), % at 10 µM;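 active means binding response more than 3 SD above or below the average of its plate-row segment, actives on both sides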;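 further: Alexa488 bead fluorescence after subtracting the streptavidin-only scavenger bead signal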
# Target sequence (Q99759 whole entry, looked up, the tested form may be a part): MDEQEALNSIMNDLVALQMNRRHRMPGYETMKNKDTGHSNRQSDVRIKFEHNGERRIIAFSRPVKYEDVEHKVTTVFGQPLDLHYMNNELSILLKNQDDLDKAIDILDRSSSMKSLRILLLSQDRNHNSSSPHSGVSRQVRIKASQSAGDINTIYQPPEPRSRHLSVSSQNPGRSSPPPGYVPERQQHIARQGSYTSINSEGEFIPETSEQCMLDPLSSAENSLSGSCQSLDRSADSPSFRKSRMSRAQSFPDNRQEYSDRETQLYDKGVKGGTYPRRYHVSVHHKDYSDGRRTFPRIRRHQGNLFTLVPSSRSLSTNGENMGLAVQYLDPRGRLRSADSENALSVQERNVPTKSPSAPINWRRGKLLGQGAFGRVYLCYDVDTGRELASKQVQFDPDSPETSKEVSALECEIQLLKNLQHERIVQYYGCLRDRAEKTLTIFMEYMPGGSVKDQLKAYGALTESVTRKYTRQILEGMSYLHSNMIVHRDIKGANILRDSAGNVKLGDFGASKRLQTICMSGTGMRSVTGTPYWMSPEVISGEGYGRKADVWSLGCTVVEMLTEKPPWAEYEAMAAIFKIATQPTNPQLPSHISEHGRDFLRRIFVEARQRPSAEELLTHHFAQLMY
# * hit, by the source's call; / = no result given; [ ] = remark or other dose.
SMILES,OXTR ag,FID counter,PfM18AAP inh,NALP1 yeast inh,MEKK2mut PB1 HTS,GPR7 antag,MEKK2 WT-MEK5,PHOSPHO1 block,MEKK3 PB1 HTS
O=C(NCc1ccncc1)C1CCCN(S(=O)(=O)Cc2ccccc2)C1 (stereo unspecified),-0.3,3,-1,1,7,-17,112,3,110
Cc1n[nH]c(C)c1CCOc1ccc(C(C)C)cc1,9.6,-24,-7,21,3,-3,98,-26,101
COc1ccc(NC(=S)N(C)CC2COc3ccccc3O2)cc1 (stereo unspecified),0.9,-2,-5,4,/,-7,/,24,/
O=[N+]([O-])c1ccc(/C=N/n2c(C3CCCCC3)n[nH]c2=S)cc1,-2.3,0,3,11,0,-9,103,6,105
COc1ccc(CCn2c(NN=C3CCCCC3)nc3c2c(=O)[nH]c(=O)n3C)cc1,-0.8,-11,21,/,-9,-13,57*[inhibitor],45,65*[inhibitor]
Cc1ccc(N(C(=O)c2csnn2)C(C(=O)NC(C)(C)C)c2cccs2)cc1 (stereo unspecified),-1.8,-25,-6,16,6,-8,104,9,105
COc1ccc(Nc2nc(C)cc(C)c2C#N)c(OC)c1,-0.7,-8,0,16,3,-29,110,14,104
CCOC(=O)c1nc(C)nc(Sc2n[nH]c(-c3cc(Cl)cc(Cl)c3)n2)c1C,1.1,-1,-3,/,-30,-5,77,36,73
COCCN(C(=O)c1ccccc1F)c1c(N)n(Cc2ccccc2)c(=O)[nH]c1=O,-0.9,0,5,1,-6,2,94,-16,100
O=c1[nH]c2cc(Cl)c([N+](=O)[O-])nc2[nH]1,1.3,5,-2,33,18,-6,113,-24,99
NS(=O)(=O)c1cc(C(=O)OCC(=O)N2CCOCC2)ccc1Cl,1.0,0,-1,-6,-2,2,97,31,100
O=C(CSc1n[nH]c(-c2ccc(Cl)cc2Cl)n1)Nc1ccccn1,1.5,-12,-19,11,/,3,/,58,/
CC1Oc2ccccc2N(CC(=O)Nc2ccc3c(c2)OCCO3)C1=O (stereo unspecified),0.0,-1,-6,-2,5,-7,104,-4,106
c1ccc(-n2nnnc2-n2cnc3ccccc32)cc1,-0.5,8,4,/,2,-21,101,34,100
CCCNC(=O)COc1nc2ccccc2nc1N1CCOCC1,-0.5,-6,-7,18,-3,-7,95,7,95
O=C(CSc1nc(O)cc(=O)n1-c1ccccc1)Nc1ccccn1,1.4,-19,1,11,-13,-9,91,-2,94
COc1ccc(C2CC(c3ccccc3)n3nc(NC(=O)c4cccs4)nc3N2)cc1 (stereo unspecified),-0.4,-23,0,11,/,3,/,11,/
Cn1c(=O)c2c(nc(N3CCCCCC3)n2CC(=O)c2ccc(Br)cc2)n(C)c1=O,0.3,0,2,-3,7,9,108,-3,103
COc1ccc(NC(=O)c2sc(NC(=O)COc3ccccc3)nc2C)cc1,2.1,-12,-3,8,2,-16,98,32,101
CC(C)(C)c1cc(C(=O)NCc2ccccc2)ccn1,3.0,-10,7,7,1,-6,98,-10,106
O=C(Nc1nnc(C(F)(F)F)s1)c1ccc(N2C(=O)C3C4C=CC(C4)C3C2=O)cc1 (stereo unspecified),2.9,-9,3,0,-2,5,89,5,84
COc1ccccc1NC(=O)C1=C(C)NC(SCC(=O)Nc2ccc(C(=O)O)cc2)=C(C#N)C1c1cccs1 (stereo unspecified),-0.3,-25,6,/,4,-9,109,11,114
O=C(c1cc(S(=O)(=O)N2CCC3(CC2)OCCO3)ccc1F)N1CCCCC1,1.4,-4,1,-2,7,6,109,11,110
Cc1nnnn1-c1cccc(C(=O)O)c1,-0.8,1,-3,8,-1,3,101,1,93
CCSc1nc2ccccc2n1CCC(=O)O,-0.5,2,-3,31,0,-1,97,25,98
NS(=O)(=O)c1cccc(NC(=O)Cc2ccc(Cl)c(Cl)c2)c1,-0.9,11,8,3,-13,4,77,20,90
Cc1c(Cl)cccc1NC(=O)CCC(=O)NNC(=O)c1ccccc1Cl,-1.0,-1,5,-11,-4,-12,95,8,89
O/N=C(/c1ccc(F)cc1)C1CC1c1c(F)cccc1Cl (stereo unspecified),-0.7,-11,2,4,0,5,95,/,100
COc1ccc(NC(=O)C(C/C=C(/C)Cl)C(C)=O)cc1 (stereo unspecified),-2.3,-14,-13,2,3,-9,108,-20,115
CCOC(=O)N1CCN(C(=O)CCc2c(C)nc3c(c(C)nn3-c3ccc(C)c(C)c3)c2C)CC1,-1.0,-9,3,24,5,-10,100,-3,100
C=C(C)CSCc1nc2ccccc2[nH]1,-0.1,0,3,/,14,-7,107,12,105
CC(O)CN=c1cc(-c2ccccc2)oc2ccc(Cl)cc12 (stereo unspecified),-0.6,0,0,6,1,-2,102,-11,101
CCOc1ccc(C(=O)NCC(=O)OCC(=O)Nc2ccccc2OC)cc1,-0.5,-13,-3,3,7,-5,115,22,107
COc1cc(CN2CCN(C(=O)c3cccc4ccccc34)CC2)cc(OC)c1OC,-0.9,-27,3,14,11,-17,108,25,102
C=CCn1c(=O)/c(=C/c2ccc(F)cc2)s/c1=C(\C#N)c1nnc2n1CCCCC2,-1.2,-27,-4,15,7,-7,100,2,102
O=C(c1ccccc1F)N1CCN=C1SCc1cccnc1,0.2,-2,-1,32,6,0,117,5,112
COc1ccccc1OCC(=O)Nc1ccc(S(=O)(=O)N2CCCCCC2)cc1,-0.4,-25,-2,-20,5,-10,104,-1,109
Cc1ccc(N2C(=O)c3ccc(C(=O)N4CCN(Cc5ccccc5)CC4)cc3C2=O)cc1,30*,-13,-4,/,-1,-12,105,37,107
C=C(C)CNC(=S)N/N=C(\C)c1cccc(NC(C)=O)c1,/,-13,18,-17,-10,-8,86,-7,98
Cc1[nH]c2ccccc2c1/C=N/NC(=O)c1cccs1,1.2,4,3,-4,128*,9,88,10,98
COc1cccc(Oc2ccc(C(F)(F)F)cc2NC(=O)c2cccc(F)c2)c1,2.9,-17,-14,16,5,-25,110,-2,111
CC1=CC(=O)N(c2ccc(C)cc2)C1c1ccc(Cl)cc1 (stereo unspecified),-1.3,-28,4,-6,0,-11,104,-18,102
COc1ccc(N2CCN(C(=O)C(=O)c3cn(CC(=O)N4CCOCC4)c4ccccc34)CC2)cc1,0.4,-41,1,24,-1,5,100,54,95
CCN(CCO)c1cc(Cl)nc(SC)n1,0.5,2,-10,-1,-1,-18,96,28,97
Cc1c(-c2ccccc2)nc(N)c(C#N)c1-c1cccnc1,-0.1,-14,-11,18,0,-7,96,20,98
CCN(CC)S(=O)(=O)c1cccc(C(=O)NC(C(=O)Nc2nnc(C)s2)C(C)C)c1 (stereo unspecified),-0.9,-21,7,23,-5,1,94,7,95
O=[N+]([O-])c1cccnc1N1CCN(c2ccccc2F)CC1,-2.0,-4,0,14,0,-8,102,52,101
COc1ccc(OC)c2c(N)c(C#N)c(C(F)(F)C(F)(F)F)nc12,1.1,-1,2,/,3,-3,109,8,105
COc1cccc(CNS(=O)(=O)c2csc(C(N)=O)c2)c1,0.6,-7,-3,6,8,-3,101,28,103
COC(CN(C(=O)CCl)C(C(=O)NC1CCCCC1)c1ccc(C)cc1)OC (stereo unspecified),-0.7,-9,-15,36,-2,-4,94,-5,92

# (continued)
SMILES,OXTR ag,FID counter,PfM18AAP inh,NALP1 yeast inh,MEKK2mut PB1 HTS,GPR7 antag,MEKK2 WT-MEK5,PHOSPHO1 block,MEKK3 PB1 HTS
CNc1nc(N)nc(-c2cc(Cl)ccc2OC)n1,0.3,-2,-10,-12,-5,-10,95,-14,96
O=C(/C=C/c1ccc2c(c1)OCO2)NCCSCc1cccc(Cl)c1,0.1,-18,-10,6,/,0,/,4,/
COc1cccc(CN2CCN(C(=O)c3ccc(-c4ccccc4)cc3)CC2)c1OC,-0.9,-22,3,17,4,-9,103,-144,103
CC(C)(C)c1cc(NC(=O)CSc2nncs2)n(-c2ccccc2)n1,-1.1,-8,-20,21,-1,-2,96,-3,102
O=[N+]([O-])c1ccc(N/N=C/c2cccc(O)c2O)c(S(=O)(=O)N2CCOCC2)c1,1.9,-2,42*,6,-1,-13,96,-14,104
C=CCCC(=O)Nc1ccc(Br)cn1,-1.4,3,-18,12,-3,2,99,41,98
CC(=O)c1cccc(S(=O)(=O)N(C)C2CCN(C)CC2)c1,1.0,3,-13,-2,0,2,103,20,104
O=C(COCc1cc(-c2ccc3c(c2)OCO3)on1)N1CCN(c2cccc(Cl)c2)CC1,1.3,-11,-15,18,-2,-12,93,20,98
COC(=O)N/N=C/c1ccc(Oc2ccccc2)cc1,-1.1,-6,-7,13,0,15,104,23,100
COc1ccc(S(=O)(=O)N2CCCC2)cc1NC(=O)c1ccccc1,-0.2,-7,-8,-6,3,-12,102,35,100
N#CC1=C(N)OC2=C(C(=O)CCC2)C1c1ccc(OC(=O)N2CCOCC2)cc1 (stereo unspecified),0.4,-6,8,6,-2,-3,97,-14,96
Cc1ccc(C)c(CNC(=O)Nc2ccccc2)c1,0.8,-3,1,18,1,3,99,23,98
NC(=O)CC(NC(=O)c1ccc(Cl)cc1)C(=O)NCCc1ccc(S(N)(=O)=O)cc1 (stereo unspecified),-0.5,-3,1,27,1,1,100,10,101
Cc1cc(C)cc(C(=O)NCCC(=O)N2CCC3(CC2)NCCc2[nH]cnc23)c1,-0.8,10,4,6,2,-1,102,44,101
Cc1cc(=O)c2cc(Br)ccc2n1CC(=O)NCc1ccccc1,-1.1,-16,-3,/,-30,-6,90,13,85
COC(=O)C1=CN(c2cc(C)cc(C)c2)C=C(C(=O)OC)C1c1ccc(OC)c(O)c1,-1.2,-31,3,6,1,-24,98,1,105
Cc1ccccc1C(=O)N/N=C/c1ccc(OCC(=O)N2CCCCC2)cc1,0.5,-16,-4,14,6,-8,109,21,110
CCOC(=O)C1CCN(Cc2ccc(Cl)c(Cl)c2)CC1,-1.8,0,24,2,9,-1,108,-5,106
COc1ccc(C(=O)OC2CCCCC2CN(C)C)cc1 (stereo unspecified),0.5,4,-5,22,2,-2,103,20,101
COc1ccc(-c2c(C)nn3c(N4CCN(Cc5ccccc5)CC4)cc(C)nc23)cc1OC,0.8,-1,0,29,9,-2,109,13,106

# Entries of single compounds as entered above:
# Shown for Cc1ccc(N(C(=O)c2csnn2)C(C(=O)NC(C)(C)C)c2cccs2)cc1 (stereo unspecified) : OXTR ag = -1.8; FID counter = -25; PfM18AAP inh = -6; NALP1 yeast inh = 16; MEKK2mut PB1 HTS = 6; GPR7 antag = -8; MEKK2 WT-MEK5 = 104; PHOSPHO1 block = 9; MEKK3 PB1 HTS = 105
# Shown for C=C(C)CNC(=S)N/N=C(\C)c1cccc(NC(C)=O)c1 : OXTR ag = /; FID counter = -13; PfM18AAP inh = 18; NALP1 yeast inh = -17; MEKK2mut PB1 HTS = -10; GPR7 antag = -8; MEKK2 WT-MEK5 = 86; PHOSPHO1 block = -7; MEKK3 PB1 HTS = 98
# Shown for COc1ccc(C(=O)OC2CCCCC2CN(C)C)cc1 (stereo unspecified) : OXTR ag = 0.5; FID counter = 4; PfM18AAP inh = -5; NALP1 yeast inh = 22; MEKK2mut PB1 HTS = 2; GPR7 antag = -2; MEKK2 WT-MEK5 = 103; PHOSPHO1 block = 20; MEKK3 PB1 HTS = 101

# Remaining list, next part.
SMILES,OXTR ag,FID counter,PfM18AAP inh,NALP1 yeast inh,MEKK2mut PB1 HTS,GPR7 antag,MEKK2 WT-MEK5,PHOSPHO1 block,MEKK3 PB1 HTS
Cc1ccccc1C(=O)Nc1cccc(NC(=S)NC(=O)c2cccs2)c1,-0.8,-8,10,15,6,-8,102,-36,103
CC(=O)Cc1nsc(NC(=O)c2ccc(-c3cc(C(F)(F)F)ccc3Cl)o2)n1,0.9,-3,-6,-3,7,-10,102,-15,105
Cc1ccc(S(=O)(=O)N2CCOCC2)cc1C(=O)NCc1ccco1,0.6,-1,2,9,1,-4,102,-15,102
CC(=O)c1ccc(S(=O)(=O)Nc2ccc(N3CCOCC3)cc2)cc1,2.9,-6,11,0,4,-3,103,22,101
CCCCc1cc(=O)oc2cc(OCc3nn[nH]n3)ccc12,0.6,-24,1,22,-2,-9,93,3,96
Cc1nc(NC(=O)c2ccccc2)sc1-c1csc(Nc2ccc(C(=O)O)cc2)n1,/,-4,-2,/,-8,-10,90,-15,95
